TrxR1 substrate: qHTS Assay for Substrates of Mammalian Selenoprotein Thioredoxin Reductase 1 (TrxR1): qHTS; purified TrxR1 substrate turnover, NADPH consumption readout; 390,000 tested, 0.01% active; Potency, µM (doses to about 114 µM), inactives show at the highest dose activity change, negative = substrate turnover; Thioredoxin reductase 1, cytoplasmic (Rattus norvegicus), O89049; also: % is scaled to controls: 0 for no effect and ±100 for the full control effect; nearly all actives have a fitted effect of over 50% in size
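Rat TrxR1, dispensed at 90 nM, was prereduced with 400 uM NADPH (final) for 5 min at ~22 deg C, then incubated with compound 15 min before 400 uM selenite. A first-read NADPH fluorescence drop versus no-compound background flagged substrates.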
Vif-A3F inh: qHTS for Inhibitors of Vif-A3F Interactions: qHTS; HeLa A3F-eYFP + Vif (tagged APOBEC3F with the HIV-1 protein that degrades it), YFP fluorescence increase; Potency, µM (titrated, usually from 46.1 µM), inactives show top-dose activity, negative = active; 390,000 tested, 0.2% active; AID 602313, 2012; also: % of control where 0% means no effect; nearly all actives have a fitted effect of over 65% in size
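Fluorescence increase (Ex 488/Em 500-530) after overnight compound treatment at 37 deg C flags inhibition of Vif-driven A3F-eYFP loss in stable HeLa A3F-eYFP/Vif cells seeded overnight beforehand.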
RXFP1 agonist: qHTS Assay for Agonists of the Relaxin Receptor RXFP1. HEK293T-RXFP1 cAMP TR-FRET, 30 min; response scale: percent of porcine relaxin response, buffer zero. Potency, µM (highest dose often 57.5 µM), inactives show at the top dose activation, usual class: activators. 370,000 tested, 0.3% active. Relaxin receptor 1 (Homo sapiens), Q9HBX9; also: % is scaled to controls: 0 for no effect and ±100 for the full control effect; nearly all actives have a fitted effect of over 60% in size; many of its hits are not listed in these tables
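cAMP rise read by TR-FRET after 30 min, 37C compound exposure (up to 58 uM) in RXFP1-transfected HEK293 cells with Ro 20174 present. EC50 from Hill-equation fits, with 29 nM porcine relaxin as 100% and buffer as basal.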
Vif-A3G inh: qHTS for Inhibitors of Vif-A3G Interactions: qHTS; DNA dC->dU-editing enzyme APOBEC-3G (Homo sapiens), Q9HC16; HeLa A3G-eYFP + Vif (tagged APOBEC3G with the HIV-1 protein that degrades it), YFP fluorescence, overnight; Potency, µM (series often up to 46.1 µM), for the others: top-dose activity, negative = active, usual class: inhibitors; 410,000 tested, 0.076% active; AID 602310, 2012;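 also: % is scaled to controls: 0 for no effect and ±100 for the full control effect; nearly all actives have a fitted effect of over 60% in size; hits raise eYFP signal because A3G escapes Vif-driven loss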
Target sequence (Q9HC16 whole entry, looked up): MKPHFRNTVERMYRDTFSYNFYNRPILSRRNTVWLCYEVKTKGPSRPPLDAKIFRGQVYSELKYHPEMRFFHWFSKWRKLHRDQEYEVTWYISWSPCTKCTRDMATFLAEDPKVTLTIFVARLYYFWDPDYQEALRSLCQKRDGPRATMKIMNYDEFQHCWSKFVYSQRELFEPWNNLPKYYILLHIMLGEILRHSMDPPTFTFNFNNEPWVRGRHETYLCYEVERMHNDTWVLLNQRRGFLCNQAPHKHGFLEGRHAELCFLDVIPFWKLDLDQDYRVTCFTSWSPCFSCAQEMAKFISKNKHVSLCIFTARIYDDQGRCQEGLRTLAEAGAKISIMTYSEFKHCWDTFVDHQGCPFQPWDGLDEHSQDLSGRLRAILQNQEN
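Read-out is eYFP fluorescence (Ex 488/Em 500-530) from Vif-expressing HeLa A3G-eYFP cells; more signal means A3G escaped Vif-mediated degradation. Cells plated overnight, compound pinned in, incubated overnight at 37 deg C.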
RGS4 inhibitor: Inhibitors of Regulator of G Protein Signaling (RGS) 4: qHTS; AID 504845, 2011; Potency, µM (highest dose often 114 µM), without a hit: at the highest dose activity change, negative = inhibition, actives largely listed as inhibitors; Transcreener GDP fluorescence polarization, RGS4-accelerated GTP hydrolysis; 390,000 tested, 0.039% active; also: % is scaled to controls: 0 for no effect and ±100 for the full control effect; nearly all actives have a fitted effect of over 75% in size; some results filed as inactive show a strong effect at the top dose
Target sequence (P49798 whole entry, looked up): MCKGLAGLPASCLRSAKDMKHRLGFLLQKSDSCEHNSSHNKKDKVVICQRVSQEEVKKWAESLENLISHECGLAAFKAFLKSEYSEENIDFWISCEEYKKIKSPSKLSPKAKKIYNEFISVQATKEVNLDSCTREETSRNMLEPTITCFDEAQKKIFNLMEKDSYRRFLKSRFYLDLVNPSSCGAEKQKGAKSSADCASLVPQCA
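MLSMR compounds (23 nl, pin-transferred) preincubated 10 min at room temperature with a 500nM (2x) first reagent, then RGS4 at 900nM (2x) plus Transcreener GDP mix added; fluorescence polarization (620/688 nm) read before and after 90 min at 30 °C.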
rTrxR1 inhibitor: qHTS Assay for Inhibitors of Mammalian Selenoprotein Thioredoxin Reductase 1 (TrxR1): qHTS. Potency, µM (doses to about 114 µM), for the others: at the highest dose activity change, negative = inhibition, hits mostly inhibitors. AID 588453, 2011. recombinant rTrxR1, NADPH fluorescence consumption, selenite substrate. 390,000 tested, 1% active; also: % is scaled to controls: 0 for no effect and ±100 for the full control effect; nearly all actives have a fitted effect of over 65% in size
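Rat TrxR1 (90 nM in the dispensed reagent) was pre-reduced with 400 uM NADPH for 5 min at room temperature, then incubated with compound for 15 min. After 400 uM selenite was added, NADPH fluorescence (Ex 340/Em 450 nm) was followed for 8 min.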
ALOX12 inh: Primary qHTS assay for inhibitors of human arachidonate 12S-lipoxygenase (ALOX12): Round 2. purified 12hLO, xylenol orange hydroperoxide absorbance. 580,000 tested, 1.1% active. AID 1671190, 2021. Potency, µM (doses to about 108 µM), without a hit: top-dose activity change, negative = inhibition, actives largely listed as inhibitors. Polyunsaturated fatty acid lipoxygenase ALOX12 (Homo sapiens), P18054; also: % is scaled to controls: 0 for no effect and ±100 for the full control effect
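Purified human 12hLO at 150 nM in 25 mM Hepes, 0.01% Triton X-100, pH 7.0, preincubated 15 min at room temperature with compound. Reaction started with 40 uM arachidonic acid, 30 min at room temperature. Hydroperoxide measured by Fe-xylenol orange, 573/405 nm absorbance ratio.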
mIDH1 inhibitor: qHTS for Inhibitors of mutant isocitrate dehydrogenase 1 (IDH1): qHTS; Isocitrate dehydrogenase [NADP] cytoplasmic (Homo sapiens), O75874; IDH1-R132H enzyme, NADPH consumption, diaphorase/resazurin fluorescence; Potency, µM (doses to about 76.6 µM), for the others: top-dose activity change, negative = inhibition, actives largely listed as inhibitors; 390,000 tested, 0.093% active; also: % is scaled to controls: 0 for no effect and ±100 for the full control effect; nearly all actives have a fitted effect of over 65% in size
Target sequence (O75874 whole entry R132H, stated change not applied): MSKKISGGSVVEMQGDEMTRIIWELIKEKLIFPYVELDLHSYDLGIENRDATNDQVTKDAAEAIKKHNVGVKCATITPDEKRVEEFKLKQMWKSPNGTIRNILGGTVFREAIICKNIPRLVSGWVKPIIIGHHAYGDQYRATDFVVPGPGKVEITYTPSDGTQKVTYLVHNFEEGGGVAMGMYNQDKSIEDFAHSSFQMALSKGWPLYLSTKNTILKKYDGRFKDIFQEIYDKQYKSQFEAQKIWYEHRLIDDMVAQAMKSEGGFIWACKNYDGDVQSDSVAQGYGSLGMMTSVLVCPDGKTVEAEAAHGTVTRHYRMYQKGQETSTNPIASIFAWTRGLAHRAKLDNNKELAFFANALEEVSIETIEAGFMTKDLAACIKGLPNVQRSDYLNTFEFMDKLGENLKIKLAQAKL
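IDH1-R132H (0.5 ug/mL dispensed) in pH 7.5 Tris buffer was preincubated 30 min with compound, then given a substrate mix of 0.016 mM NADPH and 2 mM alpha-KG for 80 min at room temperature; remaining NADPH was read by diaphorase/resazurin fluorescence.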
USP1-UAF1 inh: Inhibitors of USP1/UAF1: Primary Screen; 390,000 tested, 0.23% active; recombinant USP1/UAF1, Ub-Rhodamine cleavage fluorescence; AID 743255, 2014; Ubiquitin carboxyl-terminal hydrolase 1 (Homo sapiens), O94782; Potency, µM (top dose mostly 57.1 µM), for inactives: at the highest dose activity change, negative = inhibition, usual class: inhibitors; also: % is scaled to controls: 0 for no effect and ±100 for the full control effect; nearly all actives have a fitted effect of over 60% in size; inactives centre near -12
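1 nM enzyme complex + cpd, 15 min RT; start with Ub-Rho 150nM final; kinetic fluorescence ex 480/em 540, 6 reads q60 s. Buffer 50mM HEPES pH 7.8, 0.5mM EDTA, 0.1 mg/ml BSA, 1mM TCEP, 0.01% Tween-20.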
Starred values were filed as active, the others as inactive; ? = inconclusive; · = not tested or not shown; & = joins results of further samples; [ ] = dose if it differs, or a comment. Calls follow the shape of the dose curve; as a rule, active = well fitted curve in the direction sought with a large enough effect; inconclusive = small, poorly fitted or top-dose-only effect, or another doubt; inactive = no such curve, though single readings can be large; an effect the other way counts as inactive or inconclusive. Potency is read from the fitted curve at half-maximal effect. A portion of the library (hit frequency here may not be typical).

SMILES | TrxR1 substrate | Vif-A3F inh | RXFP1 agonist | Vif-A3G inh | RGS4 inhibitor | rTrxR1 inhibitor | ALOX12 inh | mIDH1 inhibitor | USP1-UAF1 inh
CCN(CC)CCN1C(=O)C(=O)/C(=C(/O)c2ccncc2)C1c1ccccc1 (stereo not given) | 4%[57.1 µM] | 4% | -1.9% | 0% | -12% | 7%[57.1 µM] | ? | 1% | -16%
CCCN(CC(=O)Nc1ccccc1OC)C(=O)CSc1ccc(Br)cc1C | -15% | 1% | 0.0% | -9% | -2% | -12% | -6% | -7% | -9%
O=C(Nc1ccnn1C1CCN(C2CCC2)CC1)c1ccccc1 | -5% | 2% | 0.0% | -1% | 14% | -6% | 0% | 18% | -1%
CCOc1c(N2CCOCC2)c(=O)c1=O | 6%[57.1 µM] | 0% | -1.1% | -4% | -4% | 12%[57.1 µM] | 69%[activator] | 0% | -14%
Cc1cccc(/C(N)=N/OC(=O)CCCc2ccccc2)c1 | 7% | -8% | 1.1% | -4% | -11% | 21% | 385%[activator] | 6% | -7%
O=C(Cc1ccccc1F)Nc1nc(-c2ccc(F)c(F)c2)cs1 | -2% | 9% | -3.6% | -1% | -15% | 6% | ? | 12% | -26%
CCOc1ccc(C(CC(=O)Nc2ccc(C(=O)OC)cc2)N2Cc3ccccc3C2=O)cc1OC (stereo not given) | 3% | 8% | 1.3% | -4% | 2% | 7% | -21% | -6% | -16%
CCCCCCCCCc1nc(N)n[nH]1 | 0% | -6% | 2.9% | 0% | 15% | 17% | 0% | -4% | 0%
COCCn1c(=N)c(S(=O)(=O)c2ccc(Br)cc2)cc2c(=O)n3ccccc3nc21 | 6% | -19% | -1.9% | 1% | -21% | 16% | -14% | 2% | -23%
CSc1ccc(CCNC(=O)Cn2ncc3c(=O)oc4ccccc4c32)cc1 | 6% | -10% | 5.0% | 4% | -4% | 24% | -12% | 2% | -15%
CCN(CC)CCN1C(=O)C(=O)/C(=C(/O)c2ccc(S(=O)(=O)N3CCOCC3)cc2)C1c1ccc(Cl)cc1 (stereo not given) | 3% | -5% | -0.5% | 1% | -12% | 9% | ? | 10% | -7%
CCOc1ccc(NC(=O)CSc2nnnn2C2CCCC2)cc1 | 5% | -3% | -1.3% | 1% | 4% | 13% | 0% | -15% | -24%
CC(C)C(NS(=O)(=O)c1cccc(C(F)(F)F)c1)C(=O)O (stereo not given) | 7%[57.1 µM] | 3% | 1.3% | 0% | -15%[56.9 µM] | 16%[57.1 µM] | ? | -4% | -10%
N#Cc1cc(-c2ccccc2)[nH]c1-c1nccc2ccccc12 | 1%[2.29 µM] | -2% | 1.7% | 1% | 19% | 3%[2.29 µM] | 0% | 9% | 1%
Cc1ccc(CNC(=O)C(=O)NCC(c2ccco2)S(=O)(=O)c2ccccc2)cc1 (stereo not given) | 0%[57.1 µM] | -4% | -0.2% | 3% | -13% | 8%[57.1 µM] | -19% | -6% | -12%
CCn1c(=N)c(S(=O)(=O)c2ccc(F)cc2)cc2c(=O)n3ccccc3nc21 | 123%[activator] | 1% | 0.5% | -1% | 2% | 84%[activator] | 354%[activator] | 2% | -16%
Cc1cc(C(=O)NC2CCCc3c2cnn3-c2ccccc2F)nc(C)n1 (stereo not given) | -4% | -4% | -1.0% | -2% | 2% | 7% | 5% | 0% | -4%
O=C(CN1CCN(c2ccc([N+](=O)[O-])cc2)CC1)Nc1nccs1 | 1%[57.1 µM] | 1% | -1.4% | 1% | -25% | -2%[57.1 µM] | -16% | 4% | -4%
CCn1cnc2c1c(=O)n(Cc1cccc(Br)c1)c(=O)n2Cc1ccccc1 | -7%[57.1 µM] | -3% | -1.2% | -9% | ? | 24%[57.1 µM] | -20%&-23% | -7% | -25%
CCn1c(=NC(=O)CCS(=O)(=O)c2ccccc2)sc2cccc(OC)c21 | 9% | -29% | -0.9% | 2% | -26% | 13% | 453%[activator] | 13% | -8%
COc1cc2cc(CNc3ccc(C)cc3)c(=O)n(CC(=O)Nc3ccc(C(C)C)cc3)c2cc1OC | 0% | ? | 18% | -1% | -38% | -7% | 175%[activator] | -13% | ?
O=C(c1cccnc1)c1ncc(C(F)(F)F)cc1Cl | -5%[57.1 µM] | 1% | 0.4% | -3% | 16% | 2%[2.29 µM] | 3% | 4% | -25%
CS(=O)(=O)c1ccc(C(=O)OCC(=O)N(CCc2ccccc2)Cc2ccccc2)cc1 | -1% | 10% | 0.8% | -6% | -3% | 15% | · | 0% | -25%
CC(C)(C)c1ccc(OCCOc2ccc(C(C)(C)C)cc2NC=O)c(NC=O)c1 | -1% | 3% | -1.2% | 0% | -18% | -4%[57.1 µM] | 0% | 8% | ?
O=C(CN(c1ccc2c(c1)OCCO2)S(=O)(=O)c1ccccc1)N1CCN(Cc2ccccc2)CC1 | 6%[57.1 µM] | -1% | 0.6% | 1% | 3% | 4%[57.1 µM] | 2% | 5% | -14%
Cc1c(C(=O)O)nnn1-c1nonc1N | 0%[57.1 µM] | 13% | 4.3% | -2% | -22% | 35%[57.1 µM] | -12% | -1% | -10%
C#CCSc1nnc(-c2ccc(OC)cc2)o1 | -12% | 2% | 1.6% | -6% | -21% | -13% | ? | 4% | -9%
O=C(COc1ccccc1-c1ccccc1)Nc1ccc(S(=O)(=O)NCc2ccco2)cc1 | 7% | -10% | 1.5% | -4% | -16% | 16% | 8% | 7% | -28%
COc1ccc(OC(C)C(=O)N2CCC(C)CC2)cc1 (stereo not given) | -7% | ? | 2.1% | 1% | 28% | -14% | -8% | -1% | 1%
FC(F)(F)c1ccc(C2[C@H]3CN(Cc4cccnc4)[C@H](c4ccccc4)C34CC2(c2cccnc2)C4)cc1 (stereo not given in full) | -6% | -2% | -0.5% | -15% | 3% | -4% | 8% | -30% | -26%
COc1ccc(C(=O)N2CCC(C(=O)c3c(C)cc(C)cc3C)CC2)cc1 | 2%[57.1 µM] | 2% | -0.5% | -1% | 22% | 8%[57.1 µM] | 0% | -5% | -7%
COc1cccc(CN2CCSCC2)c1OC | 1% | 1% | -0.1% | 0% | 12% | 23% | ? | 7% | -23%
Cc1cc([N+](=O)[O-])ccc1NCc1ccc2c(c1)OCCO2 | 1%[57.1 µM] | -1% | -3.0% | -4% | -6% | 3%[57.1 µM] | 7% | -4% | -20%
COc1ccc(-c2csc(-c3cc4ccccc4oc3=N)n2)cc1 | 5%[57.1 µM] | 10% | 6.5% | -1% | -10% | -8% | -10% | -6% | 2%
CC(C)c1ccc(S(=O)(=O)N2CCN(C(=S)NCc3ccco3)CC2)cc1 | -3% | -7% | 1.7% | -9% | ? | -14% | ? | 2% | -24%
CCOC(=O)N1CCC(n2c(SCC(=O)NCCC3=CCCCC3)nc3ccccc3c2=O)CC1 | 1% | -1% | 2.3% | 3% | -7% | 11% | -13% | 6% | -16%
C/C(=N\NC(=O)COc1ccc(C)cc1C(C)C)c1ccc(-n2ccnc2)cc1 | -9% | 8% | 2.1% | -6% | -4% | -6% | 14% | 1% | -12%
Cc1ccc(-c2c3c(=O)n(C)c(=O)n(C)c3cn2CCCN2CCOCC2)cc1 | -4% | -3% | 5.8% | -3% | -1% | ? | -8% | 1% | 5%
CCNC(=S)N/N=C/c1cccc(C)c1 | -9% | -5% | 2.5% | -2% | 2% | -18% | ? | 0% | -18%
[N-]=[N+]=NCC/C=C\C1NS(=O)(=O)OCC1O (stereo not given) | -9% | -1% | 2.6% | 0% | -13% | -13% | 7% | 28% | -25%
Cc1c(-c2ccccc2)[n+](=O)c(-c2ccc(Br)cc2)c(C)n1[O-] | -3% | 1% | -2.0% | 0% | -7% | 13% | ? | 0% | -13%

Grouped by structure: the entries above with an NH in an aromatic ring.
SMILES | TrxR1 substrate | Vif-A3F inh | RXFP1 agonist | Vif-A3G inh | RGS4 inhibitor | rTrxR1 inhibitor | ALOX12 inh | mIDH1 inhibitor | USP1-UAF1 inh
CCCCCCCCCc1nc(N)n[nH]1 | 0% | -6% | 2.9% | 0% | 15% | 17% | 0% | -4% | 0%
N#Cc1cc(-c2ccccc2)[nH]c1-c1nccc2ccccc12 | 1%[2.29 µM] | -2% | 1.7% | 1% | 19% | 3%[2.29 µM] | 0% | 9% | 1%

From PubChem BioAssay
